Yeast superoxide: caloric restriction mimetics inhibiting age-related superoxide in yeast; hit rate 0.18% among 330,000; AID 2690; S. cerevisiae aged cells, superoxide DHE fluorescence; hits give low values; superoxide response (% of plate mean), % at 10 µM;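 active = superoxide response under a set limit, about three screen SD below normal, cut at about 65% in these data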;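 note: yeast aged for seven days with compound at 30 °C before DHE staining; 100% = average MFI of all compound-treated wells on the plate with controls excluded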
RPL19A TOR yeast: alters RPL19A-GFP fluorescence in TOR pathway yeast screen; S. cerevisiae RPL19A-GFP strain, flow cytometry, 3 h; hits give low values; percent response vs DMSO, % at 10 µM; hit rate 0.3% among 330,000;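 active = percent response vs DMSO below 50%; inconclusive = fewer than 70 events counted for the yeast strain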;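 note: median channel GFP fluorescence of the barcoded RPL19A-GFP strain; ratio of sample median GFP to plate DMSO average so 100% = DMSO; lower means less RPL19A-GFP as with rapamycin TOR inhibition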
proCasp3 act: activates human procaspase-3 | recombinant procaspase-3 D3A, Ac-DEVD-pNA absorbance 405 nm | activation, % at 8.5 µM | hit rate 0.11% among 330,000 | AID 463141;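 active = activation above the mean of all tested compounds plus 3 SD, cut at about 21% in these data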;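 note: 0% = DMSO alone and 100% = DMSO wells spiked with extra 5 µM PC-3 D3A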
Target sequence (P42574 whole entry D9A/D28A/D175A): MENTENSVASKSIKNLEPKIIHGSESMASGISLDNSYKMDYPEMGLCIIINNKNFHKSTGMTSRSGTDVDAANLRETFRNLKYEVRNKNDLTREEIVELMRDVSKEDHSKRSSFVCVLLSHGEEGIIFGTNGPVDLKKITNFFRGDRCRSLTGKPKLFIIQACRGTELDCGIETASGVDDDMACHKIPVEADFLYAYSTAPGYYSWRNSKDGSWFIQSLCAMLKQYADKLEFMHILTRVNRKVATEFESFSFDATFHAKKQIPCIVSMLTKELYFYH
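System: Procaspase-3 D3A mutant. Medium: Zinc-free 300 mM NaCl, 50 mM HEPES, 0.01% Triton X-100. Schedule: 1 h preincubation plus 2 h reaction at 25 °C. Measured by: 405 nm absorbance of p-nitroaniline, reads at 0 and 120 min. Read-out: percent activation relative to control range.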
GASC-1 inh: blocks human GASC-1 demethylase activity; Q9H3R0; GST-JMJD2C(1-420) H3K9me3 demethylation, DELFIA europium; inhibition, % at 2.35 µM; hit rate 0.069% among 330,000;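 active = more than half of a compound's replicate wells show inhibition beyond 50%, single wells judged on their own value; inconclusive = some, but no more than half, of replicates pass 50% inhibition; inactive = no replicate passes 50% inhibition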;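 note: signal counts dimethyl H3K9 product captured on neutravidin plate; 0% = median of DMSO wells and 100% = 0.3 times that DMSO median; strong numbers were not always called active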
Target sequence (Q9H3R0 1-420 limits assumed): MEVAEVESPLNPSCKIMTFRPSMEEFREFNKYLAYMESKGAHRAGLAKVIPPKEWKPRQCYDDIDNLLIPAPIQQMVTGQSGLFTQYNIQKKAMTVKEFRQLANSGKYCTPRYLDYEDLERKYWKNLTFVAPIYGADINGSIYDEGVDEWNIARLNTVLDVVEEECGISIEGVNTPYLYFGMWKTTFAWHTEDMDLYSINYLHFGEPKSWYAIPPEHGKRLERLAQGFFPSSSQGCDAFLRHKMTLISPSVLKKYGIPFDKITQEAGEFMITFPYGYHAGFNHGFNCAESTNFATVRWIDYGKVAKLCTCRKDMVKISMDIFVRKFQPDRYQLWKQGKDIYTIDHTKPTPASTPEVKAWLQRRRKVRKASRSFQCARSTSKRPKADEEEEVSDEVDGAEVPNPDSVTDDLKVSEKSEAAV
AHR activator: activators of human aryl hydrocarbon receptor; activation, % at 5 µM; AID 2796; AHR-responsive luciferase reporter cells, luminescence; P35869; hit rate 2.5% among 320,000; in the data active = activation above about 47%;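 note: 0% = vehicle wells and 100% = reference agonist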
MEP2-GFP yeast: alters MEP2-GFP fluorescence in TOR pathway yeast screen; S. cerevisiae MEP2-GFP strain, flow cytometry GFP, 3 h; 100% = DMSO control level; GFP response vs DMSO, % at 10 µM; hit rate 0.51% among 330,000; AID 2016;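 active = GFP response versus DMSO above a set limit, roughly screen mean plus 3 SD, cut at about 180% in these data; inconclusive = fewer than 70 cells counted for a yeast strain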;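 note: median GFP fluorescence of the barcode-gated MEP2-GFP cells per well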
LAP4 TOR yeast: alters LAP4-GFP fluorescence in TOR pathway yeast screen; hit rate 0.34% among 320,000; AID 2023; S. cerevisiae LAP4-GFP multiplex, flow cytometry GFP, 3 h; median GFP as percent of DMSO wells; GFP response vs DMSO, % at 10 µM;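 active = GFP response vs DMSO above a set limit, about the screen mean plus 3 SD, cut at about 150% in these data; inconclusive = under 70 cell events counted for the yeast strain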
procasp7 counter: counter-screen for procaspase-3 activators: activators of human procaspase-7 | P55210 | recombinant procaspase-7, Ac-DEVD-pNA absorbance 405 nm; D23A/D198A/D206A triple mutant, cannot self-cleave; scale: DMSO 0, 5 µM enzyme 100 | activation, % at 8.5 µM | hit rate 0.093% among 330,000;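 active = percent activation above the screen-wide mean plus 3 SD, cut at about 25% in these data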
Target sequence (P55210 whole entry D23A/D198A/D206A): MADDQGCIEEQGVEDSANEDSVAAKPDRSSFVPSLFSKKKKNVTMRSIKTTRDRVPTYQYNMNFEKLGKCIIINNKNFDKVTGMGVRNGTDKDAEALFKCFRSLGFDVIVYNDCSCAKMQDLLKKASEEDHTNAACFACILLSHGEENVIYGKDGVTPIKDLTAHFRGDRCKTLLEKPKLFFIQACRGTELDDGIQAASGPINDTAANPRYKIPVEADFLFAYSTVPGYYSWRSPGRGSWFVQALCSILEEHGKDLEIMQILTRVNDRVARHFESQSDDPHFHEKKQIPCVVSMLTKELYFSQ
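Assay system – Uncleavable procaspase-7 mutant enzyme · Quantity – 2 µM procaspase-7 mutant as dispensed · Times – 1 h preincubation, 2 h reaction · Dosing – single nominal 8.5 µM compound dose, 0.8% DMSO final · Buffer or medium – Zinc-free 50 mM HEPES buffer, pH 7.4, with NaCl and Triton X-100 · Detection – Epi-absorbance of released pNA at 405 nm, two timepoints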
Numbers without * were called inactive; ? = inconclusive; . = not tested or not shown; [ ] = remark or other dose.

SMILES	Yeast superoxide	RPL19A TOR yeast	proCasp3 act	GASC-1 inh	AHR activator	MEP2-GFP yeast	LAP4 TOR yeast	procasp7 counter
Cc1cc(C)nc(SCc2nc3ncccn3c2Br)n1	90.2	98.2	-7.5	-9.2	25.3	104.4	103.1	-4.3
C[C@H](N)c1nnc(SCC(=O)N(C)C)o1	95.8	99.1	-0.8	32.3	0.2	98.2	96.1	6.6
C/C=C/Cn1c(SCCCc2ccccc2)nc2c1c(=O)[nH]c(=O)n2C	112.8	90.8	0.8	4.7	4.7	92.1	94.7	1.1
CC1CCN(C(=O)Cn2nnnc2CN2CCOCC2)CC1	114.1	102.9	-2.0	-2.8	-2.3	102.0	92.1	0.9
O=C(Nc1cc(Cl)ccc1N1CCOCC1)c1ccc(Br)o1	99.3	110.4	2.4	-8.0	2.6	105.5	102.0	11.0
COc1ccc(CN2CC(C(=O)NCCCN3CCOCC3)CC2=O)cc1 (stereo unspecified)	99.5	99.5	2.4	-4.2	1.2	98.3	100.7	9.3
COc1ccccc1-c1noc(COC(=O)c2ccc(Br)o2)n1	70.8	92.7	-1.2	-3.5	8.9	99.2	150.0	4.4
Cn1c(C(=O)N2COCC2(C)C)cc2c(=O)n3ccccc3nc21	97.2	109.7	-0.4	-3.7	1.9	102.8	.	-5.2
O=C(Cc1ccc(Br)cc1)N1CCc2ccccc2C1	93.1	102.7	3.5	-2.6	-2.2	107.7	122.8	-2.3
CC1(C)CC2=C(CO1)C(=S)NC(c1ccccc1)N2CC1CCCO1 (stereo unspecified)	86.1	100.1	-6.2	-11.2	2.4	98.5	125.3	-1.3
O=C1CC(c2ccccc2)Oc2cc(O)cc(O)c21 (stereo unspecified)	90.8	93.9	-0.9	?	-1.6	99.7	102.1	-4.3
CCn1c(=S)sc2c(=O)n(CC(=O)Nc3ccccc3C(F)(F)F)c(C)nc21	97.4	101.0	3.8	-4.1	2.1	101.0	98.7	6.4
Cc1ccc(S(=O)(=O)NCCSCc2ccco2)cc1	90.5	97.2	-4.2	17.9	9.1	103.4	115.8	-3.0
CCOc1ccccc1N=Nc1c(C)[nH]n(-c2ccccc2)c1=O	98.8	106.2	2.1	13.9	20.3	112.2	95.9	9.8
Cc1ccc(N2C(=O)C3C4C=CC(CC4)C3C2=O)c([N+](=O)[O-])c1 (stereo unspecified)	102.1	102.1	2.6	0.9	5.4	99.7	97.1	6.0
NC(=O)c1ccc(C(F)(F)F)cn1	100.9	99.0	-1.4	-11.5	2.7	103.1	99.2	3.8
Cc1ccc(-c2csc(C3=C(O)CN(NC(=O)c4ccco4)C3=N)n2)cc1	92.4	99.5	1.0	0.8	12.8	101.8	103.6	6.5
O=CN1CCN(C(C(=O)NC2CCCC2)c2ccc(Cl)cc2)CC1 (stereo unspecified)	89.3	99.1	-3.9	3.1	0.9	99.9	96.9	4.7
Cc1ccc(-n2nc3ccc(NC(=O)/C=C/c4ccco4)cc3n2)cc1C	125.4	85.7	-6.4	0.1	3.1	104.9	96.4	-8.6
O=S1(=O)CCC(NC(=S)Nc2ccc(Cl)cc2)C1 (stereo unspecified)	74.1	.	6.4	4.6	3.0	.	.	0.2
Cc1ccc(Nc2nc3nonc3nc2N(C)C)cc1	99.8	99.1	-7.5	30.0	1.5	102.0	99.8	0.7
O=C(NC(=S)N1CCCCC1)C12CC3CC(CC(C3)C1)C2	94.8	93.5	0.5	-7.8	1.9	95.6	94.6	7.4
Cc1ccccc1/C=N\NC(=O)c1ccccc1-n1cccc1	96.1	94.5	-8.3	17.3	67.9*	71.2	111.5	8.7
FC(F)(F)c1cc(-c2ccccc2)nc(NCc2cccnc2)n1	124.4	95.7	-3.7	-12.1	90.5*	100.5	114.9	-5.7
Cc1cc(CCN2CCC(=O)NC2=O)ccc1OC(C)C	84.9	99.0	1.6	-0.2	9.6	96.9	98.6	-2.9

Next part
SMILES	Yeast superoxide	RPL19A TOR yeast	proCasp3 act	GASC-1 inh	AHR activator	MEP2-GFP yeast	LAP4 TOR yeast	procasp7 counter
COc1ccc(N2CCN(C(=O)c3ccccc3NC(=O)C3=C(C)OCCS3)CC2)cc1	98.0	97.9	-1.1	-8.8	1.2	106.1	99.0	-5.1
CCCc1nn(C)c2c(=O)[nH]c(-c3cc(S(N)(=O)=O)ccc3OCC)nc12	98.3	103.5	.	8.5	.	104.8	99.5	.
Cc1ccc(NC(=O)CSc2nnc(-c3ccccn3)n2C)cc1	103.2	103.8	-12.6	9.3	2.5	104.3	102.2	4.7
O=C(CCN1CCN(C/C=C/c2ccccc2)CC1)Nc1ccccc1	93.1	100.2	2.5	2.2	3.3	96.7	.	-5.7
COCCn1c(CN2CC(C)CC(C)C2)nc2c1c(=O)n(C)c(=O)n2C (stereo unspecified)	110.7	100.9	7.2	-18.3	1.0	103.6	102.9	11.4
CCOc1ccccc1NC(=O)CSc1nnc(-c2ccccn2)n1Cc1ccco1	98.4	95.2	-0.2	37.3	-2.0	98.4	103.2	6.8
Cc1onc(-c2c(Cl)cccc2Cl)c1C(=O)c1c[nH]c(C(=O)NC2CC2)c1	110.2	98.0	-9.6	14.7	3.8	101.0	93.4	-4.4
CC(C)=C1C2CCC1C1C(=O)N(NC(=O)c3ccco3)C(=O)C21 (stereo unspecified)	103.7	106.0	3.3	11.7	1.8	110.8	96.5	0.2
CCN1C(=O)N(c2ccc(C(C)=O)cc2)S(=O)(=O)c2ccccc21	89.9	105.1	8.2	14.0	1.5	117.0	108.1	-7.4
CCC(C)(C)n1nnnc1C(c1cc2cc3c(cc2[nH]c1=O)OCO3)N1CCN(C)CC1 (stereo unspecified)	81.6	99.7	-3.4	-14.2	0.1	106.4	107.4	-2.4
O=C(Cc1ccc([N+](=O)[O-])cc1)Nc1nnc(C2CC2)s1	98.3	100.1	-2.0	1.4	6.7	100.8	91.5	0.8
COc1cc(/C=C2\SC(=S)N(CCC(=O)Nc3ccccc3)C2=O)cc(OC)c1OC	100.3	97.3	-1.4	0.6	-1.0	104.8	116.3	-16.9
CC(C)(CCl)C(=O)Nc1ccc(OC(F)(F)F)cc1	102.5	93.2	-0.2	25.6	2.8	99.2	96.5	7.3
O=C(NCc1ccccc1F)C(c1ccccc1)c1ccccc1	76.6	106.1	4.4	-18.7	3.7	107.3	105.4	-1.5
COc1ccccc1N1C(=NC(=O)COc2ccccc2)SC2CS(=O)(=O)CC21 (stereo unspecified)	98.8	104.6	12.1	7.1	-1.2	101.7	93.5	1.2
Cc1cc(C)n(-c2nnc(N3CCN(c4ccccc4)CC3)nn2)n1	85.1	90.2	5.4	-1.5	2.9	102.1	121.5	-2.1
COC(=O)CSc1nnc(-c2ccc(OC)c(OC)c2)o1	95.5	100.2	3.1	-5.1	1.8	103.2	102.0	-2.4
O=C1CCc2cc(S(=O)(=O)NCc3ccc(Cl)cc3)cc3c2N1CC3	101.1	95.2	2.8	8.2	-0.6	94.3	93.7	-0.2
Cc1nn(CCCC(=O)NCc2ccccc2)c(=O)c2nn(-c3ccccc3)c(C)c12	80.1	102.4	6.3	4.3	-0.1	108.2	100.5	0.4
COc1ccc(S(=O)(=O)N2CCCCCC2)cc1NC(=O)Cc1ccccc1F	93.8	97.1	-1.5	-0.2	3.1	92.2	100.2	-3.5
O=C(CCN1C(=O)S/C(=C/c2ccccc2)C1=O)Nc1ccc(O)c(C(=O)O)c1	92.1	17.2*[may fluoresce violet]	-0.7	1.5	0.1	142.3[may fluoresce violet]	85.6[may fluoresce violet]	5.3
CC(=O)Nc1ccc(S(=O)(=O)N2CCc3c(Cl)cccc3C2)cc1	99.7	101.4	8.3	-5.9	0.5	100.2	91.1	-1.2
CN(CC(=O)Nc1ccc(N2CCOCC2)cc1)CC(=O)Nc1ccc(Cl)cc1[N+](=O)[O-]	117.2	99.7	-3.0	3.7	16.9	105.0	102.3	2.4
CCN(CC)S(=O)(=O)c1ccc(O)c(C(=O)OCC(=O)Nc2ccc(OC(F)(F)F)cc2)c1	88.4	95.3	0.8	17.4	4.3	91.7	80.3	-7.7
CC(C)(C)C(=O)N1CCN(c2ccc(Cl)cc2[N+](=O)[O-])CC1	100.8	96.4	-2.6	1.2	-1.1	93.2	97.9	0.2

(list continues)
SMILES	Yeast superoxide	RPL19A TOR yeast	proCasp3 act	GASC-1 inh	AHR activator	MEP2-GFP yeast	LAP4 TOR yeast	procasp7 counter
Cc1cccc([C@@H]2[C@@H]3C(=O)N(Cc4ccccc4)C(=O)[C@@H]3[C@]3(Cc4ccccc4)C(=O)N(c4cccc(F)c4)C(=O)N23)c1	89.6	93.9	5.8	10.1	5.4	97.9	117.7	3.4
CCOC(=O)c1sc(NC(=O)COC(=O)CNC(=O)C2CCCCC2)c(C(=O)OCC)c1C	101.7	101.3	-0.5	-2.8	-1.4	108.9	87.5	-11.2
Cc1ccnc(NCc2ccc(Br)cc2)c1	93.0	104.1	2.6	-2.5	-2.3	115.8	109.9	3.0
COC(=O)c1ccc(CNC(=O)COC(=O)/C=C/c2cc(OC)c(OC)c(OC)c2)cc1	121.4	99.6	-1.2	-4.2	2.1	102.2	97.4	8.1
Cc1noc(NC(=O)c2ccc(Cl)c(Cl)c2)c1Cl	113.5	105.9	0.1	-11.9	3.0	97.5	104.8	11.8
CCC(C(=O)NCc1cccnc1)c1ccccc1 (stereo unspecified)	92.2	97.1	5.6	10.2	0.7	97.4	98.8	6.0
Cc1cc(OC(C)C(=O)Nc2ccncc2)ccc1Cl (stereo unspecified)	91.8	93.6	2.1	3.8	0.7	95.5	85.2	1.8
CC(OC(=O)CCc1ccccc1)C(=O)Nc1ccc(Cl)cn1 (stereo unspecified)	106.1	99.4	-11.4	5.6	-0.6	104.0	103.3	5.6
CCCCCCC(=O)N=Nc1c(O)[nH]c2ccc([N+](=O)[O-])cc12	113.2	102.0	-10.8	-0.1	9.3	105.7	95.6	-6.6
COc1cc(NC2=CC(=O)CC(C)(C)C2)cc(OC)c1OC	91.1	103.1	8.5	18.2	17.3	101.5	96.6	5.5
CCOc1ccc(N(Cc2cc3cc(C)ccc3[nH]c2=O)S(=O)(=O)c2ccccc2)cc1	84.7	103.4	-5.9	1.7	9.6	103.7	95.4	-2.4
CC(=O)N1CCN(S(=O)(=O)c2cccc(C(=O)Nc3cc(C(F)(F)F)ccc3N3CCOCC3)c2)CC1	117.4	100.3	0.1	40.2	-1.0	114.1	90.3	0.8
O=C(CNC(=O)OCc1ccccc1)Nc1ccc(F)cc1	118.3	93.6	-10.1	-18.1	2.8	86.2	85.3	-8.8
CN(C)c1ccc(C(=O)OCC(=O)Nc2ccc(N3CCOCC3)cc2)cc1	105.9	99.2	-0.9	3.6	-2.2	105.5	100.6	0.0

Bioassay records: PubChem, several laboratories

Compounds as they come. About 3.8% of those tested had a hit in this group.
